RBBP9 inhibitor = blocks human serine hydrolase RBBP9 | O75884 | recombinant RBBP9, FP-Rh probe fluorescence polarization | inhibition, % at 7.94 µM | 220,000 tested, 0.2% active;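 active = inhibition above the campaign mean of all tested compounds plus 3 SD, cut at about 14% in these data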;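 also: plate controls were DMSO wells with RBBP9 for no effect and wells lacking RBBP9 protein for full effect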
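System: RBBP9 protein / Quantity: 2.5 µM RBBP9 dispensing solution, before mixing / Also added: Serine-hydrolase probe FP-Rh, 375 nM pre-mixing / Dosing: 7.94 µM single dose, 0.794% DMSO / Timing: enzyme-compound preincubation 30 min, then probe labeling 45 min, 25 °C / Signal: FP readout at 525/598 nm / Controls: DMSO-treated enzyme wells and wells lacking RBBP9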
Ba/F3 V617F tox = loss of viability in JAK2V617F-driven Ba/F3 cells. AID 1446. inhibition, % at 5.6 µM. 220,000 tested, 1.1% active. Ba/F3 EpoR-JAK2V617F viability, ATP luminescence;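 active = inhibition above the campaign mean plus 3 SD over all tested compounds, cut at about 24% in these data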;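 also: cytokine-independent growth of Ba/F3 cells driven by EpoR plus mutant JAK2; 0% = DMSO-treated cells and 100% = JAK inhibitor I control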
NPY Y1 blocker = NPY-Y1 (human) receptor antagonism. 200,000 tested, 1% active. inhibition, % at 3.6 µM. HEK293-CNG Y1 cells, membrane potential fluorescence; NPY at EC95, then isoproterenol;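 active = inhibition above the campaign mean inhibition of all tested compounds plus 3 SD, cut at about 20% in these data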;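 also: 0% = DMSO wells given NPY plus isoproterenol and 100% = isoproterenol alone without NPY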
Target sequence (P25929 whole entry, looked up): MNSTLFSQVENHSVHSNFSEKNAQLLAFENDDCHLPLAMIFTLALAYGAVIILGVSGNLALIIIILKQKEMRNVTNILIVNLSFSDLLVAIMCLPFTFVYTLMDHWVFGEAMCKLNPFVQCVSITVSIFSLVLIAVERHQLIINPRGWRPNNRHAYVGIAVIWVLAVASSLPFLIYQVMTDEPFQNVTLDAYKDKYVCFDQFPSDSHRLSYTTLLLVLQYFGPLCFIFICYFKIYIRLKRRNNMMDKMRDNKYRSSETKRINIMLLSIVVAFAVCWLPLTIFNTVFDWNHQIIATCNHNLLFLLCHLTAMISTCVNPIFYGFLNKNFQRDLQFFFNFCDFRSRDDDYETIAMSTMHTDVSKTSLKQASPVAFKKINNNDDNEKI
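Benchmarks – high control isoproterenol alone, low control NPY with isoproterenol · Material – HEK293 Y1/CNG channel cell line · Times – dye 3 h, compound 60 min room temperature, stimulation 45 min · Probe or stimulus – NPY (25 nM), isoproterenol (1 µM), Ro 20-1724 (25 µM) · Evaluation – % inhibition of NPY effect · Signal – fluorescence, membrane potential probe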
Runt-CBFb FRET = inhibitors of human RUNX1 Runt domain binding to CBFb; Q01196+Q13951; Cerulean-Runt/Venus-CBFb FRET ratio 530/480, 1 h; AID 1496; 220,000 tested, 0.46% active; inhibition, % at 20 µM;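 active = inhibition over about 50% at 20 µM in the single-dose screen, limit read from the data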;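 also: 0% = DMSO wells and 100% = excess unlabeled CBFb competitor control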
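Reagent – Venus-CBFb binding partner, 100 nM · Assay system – Cerulean-tagged RUNX1 Runt domain (FRET donor) fusion protein · Input – 100 nM per protein · Incubation – two 1 h room-temperature incubations shielded from light · Measured by – FRET fluorescence · Medium – Tris buffer pH 7.5 with salts and BSA · Benchmarks – unlabeled CBFb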
S1P4 agonist = agonists of human S1P4 receptor; S1P4-expressing cell line, agonist reporter assay; O95977; AID 1509; 220,000 tested, 0.35% active; activation, % at 4.98 µM; in the data active = activation above about 11%;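 also: 0% = DMSO vehicle and 100% = reference agonist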
Target sequence (O95977 whole entry, looked up): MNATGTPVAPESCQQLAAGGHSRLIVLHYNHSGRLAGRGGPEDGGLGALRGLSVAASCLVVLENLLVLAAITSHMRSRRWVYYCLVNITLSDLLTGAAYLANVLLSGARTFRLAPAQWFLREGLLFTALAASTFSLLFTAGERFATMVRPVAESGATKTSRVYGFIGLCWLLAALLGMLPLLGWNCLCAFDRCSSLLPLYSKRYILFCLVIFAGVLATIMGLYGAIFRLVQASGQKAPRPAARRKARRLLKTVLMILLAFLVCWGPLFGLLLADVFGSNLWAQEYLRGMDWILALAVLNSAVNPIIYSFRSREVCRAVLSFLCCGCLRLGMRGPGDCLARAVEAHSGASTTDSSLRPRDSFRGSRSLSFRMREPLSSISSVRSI
NPY2 pot ag = potentiators or agonists of human neuropeptide Y receptor Y2; P49146; activation, % at 3.6 µM; cells expressing NPY-Y2, potentiator/agonist read-out; 220,000 tested, 0.45% active; in the data active = activation above about 27%;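 also: cells stimulated with NPY near EC25 plus isoproterenol at EC100; 0% = vehicle plus submaximal agonist and 100% = vehicle plus saturating agonist; some results beyond the cut were filed as inactive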
NPY1 pot ag = human NPY-Y1 potentiation or agonism, primary screen | NPY-Y1 expressing cells, potentiator/agonist activation | activation, % at 3.6 µM | P25929 | 220,000 tested, 0.37% active; in the data active = activation above about 33%, passing the limit was not always enough;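 also: cells stimulated with NPY at EC10 then isoproterenol at EC100; 0% = low agonist plus stimulus and 100% = saturating agonist plus stimulus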
BaF3 parental = parental Ba/F3 viability inhibition as JAK2V617F counter-screen; CellTiter-Glo ATP luminescence; inhibition, % at 5.6 µM; 220,000 tested, 1.1% active;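 active = inhibition above a per-campaign cutoff, the mean inhibition of all tested compounds plus 3 SD, cut at about 27% in these data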;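 also: 0% = DMSO wells and 100% = JAK Inhibitor I control wells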
S1P4 antag = human S1P4 receptor antagonism; S1P4-expressing cells, antagonist mode, reporter read-out; inhibition, % at 4.98 µM; 220,000 tested, 0.26% active; AID 1510; in the data active = inhibition above about 29%;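 also: 0% = wells stimulated with agonist and 100% = vehicle wells without agonist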
Active calls of the source: *; . = not tested or not shown.

SMILES	RBBP9 inhibitor	Ba/F3 V617F tox	NPY Y1 blocker	Runt-CBFb FRET	S1P4 agonist	NPY2 pot ag	NPY1 pot ag	BaF3 parental	S1P4 antag
CCOC(=O)CSc1nnc(CNC(=O)c2ccc(OC)cc2OC)n1C	-11	6	-1	1	-2.1	-11	-5	11	4
Cc1ccccc1C(=O)c1c[nH]c(C(=O)NCCc2ccccn2)c1	-7	-2	-4	-2	0.1	4	-8	3	6
C/C(=N\Nc1nc(Nc2ccccc2)nc(N2CCOCC2)n1)c1cccs1	-11	2	1	-1	-1.0	0	3	10	6
COc1ccc(-c2nnc(SCc3ncc(-c4ccccc4)o3)o2)cc1	2	-1	21*	-2	1.1	-25	-24	4	0
COc1ccc(-c2nc3c(c4nnc(SC(C)C(=O)Nc5ccccc5)n24)COC(C)(C)C3)cc1 (configuration not stated)	-2	-2	5	-2	6.5	-2	-7	3	-22
Cc1nc(=O)c(-c2ccccc2)c(C)n1CCO	-9	-2	-1	0	1.4	-13	2	2	-34
CCCCOc1ccc(CN(CCO)CCO)cc1[N+](=O)[O-]	2	3	3	-1	-1.3	1	-2	8	-4
CCCNCc1cc(OC)c(OCC(=O)Nc2ccccc2)cc1Br	-1	0	5	0	0.3	-15	-44	5	-11
CCNC(=O)/C(C#N)=C/c1c(N2CC(C)OC(C)C2)nc2ccccn2c1=O (configuration not stated)	0	2	5	104*	1.1	8	4	4	-5
CCn1c(SCC(=O)Nc2nc3ccccc3s2)nc2c(c1=O)SC(C)C2 (configuration not stated)	-4	3	4	-3	-0.1	15	9	5	10
O=C(CC1NCCc2ccccc21)Nc1ccccc1 (configuration not stated)	-1	0	5	2	0.9	-4	12	4	-10
CCCCNc1c([N+](=O)[O-])c(=O)n(C)c2ccccc12	1	-3	7	2	0.5	-3	-3	2	-10
CCC(C)(C)n1nnnc1C(c1ccc(C)cc1)N1CCN(C(=O)c2ccco2)CC1 (configuration not stated)	2	-3	4	-4	1.0	-9	18	1	-91
COc1ccc2nc(N3C(=O)/C(=C/c4ccc(Cl)cc4)NC3=S)sc2c1	-16	1	-1	-3	-0.3	12	6	5	-11
COc1cc(CN(C)Cc2nc3cc(C(F)(F)F)ccc3c(=O)[nH]2)ccc1OC(F)F	-1	0	1	-4	-1.8	-2	-17	-1	9
COc1ccc(CCNC2=NCC(C)S2)cc1 (configuration not stated)	-14	6	4	1	-0.3	0	6	5	-25
CS(=O)(=O)c1ccc2nc(NC(=O)CCC(=O)c3cccs3)sc2c1	-2	-1	-3	2	0.2	0	-9	1	-5
COc1cc(/C=N/NC(=S)Nc2cccc(S(=O)(=O)N(C)C)c2)cc(OC)c1O	-2	3	-3	8	2.2	-2	-5	10	-19
Cc1cc(C(=O)N2CCN(Cc3ccc4c(c3)OCO4)CC2)cs1	-13	-1	-3	1	0.1	-5	-3	1	-15
C/C=C(/C)C(=O)O[C@H]1[C@@H](O)c2c(ccc3ccc(=O)oc23)OC1(C)C	-12	1	0	-2	0.4	-3	-18	4	0
CCOc1ccc(N2C(=O)CC(NCc3ccc(S(N)(=O)=O)cc3)C2=O)cc1 (configuration not stated)	4	3	.	2	0.3	-7	14	-5	2
CCCN1CCN(C(=O)c2cn(CC(C)C)c(=O)c3cc(OC)c(OC)cc23)CC1	2	0	0	2	-3.3	-20	-11	2	-2
Nc1nc(SCc2ccc(Cl)cc2)[nH]c(=O)c1-c1ccccc1	-3	-3	14	0	2.0	-2	-17	0	-39
C=CCOc1c(CNc2ccc(C(=O)O)cc2)cccc1OCC	4	2	-5	-2	-1.6	1	13	6	-9
CCOc1ccc(N2CC(=O)N/C2=N\c2nc(C)cc(C)n2)cc1	2	-3	-1	-1	3.0	16	-16	1	2
CCOC(=O)c1ccc(NC(=O)CCNc2c(N3CCCC3)c(=O)c2=O)cc1	-6	3	1	2	-0.4	-9	-13	2	-9
CCCCn1c(SC(C)C(N)=O)nc2cc(C(=O)OC)ccc2c1=O (configuration not stated)	-6	1	1	-3	0.4	1	13	2	3
COCC(C)NC(=O)c1cc(-c2cccc(OC)c2)on1 (configuration not stated)	-10	-1	-2	-1	-0.7	-7	10	3	5
CC1(C)OC(=O)C(=C2CCCN2)C(=O)O1	3	-1	-5	0	0.2	6	-12	3	5
CCSc1nc2c(c(=O)[nH]1)C(c1cccnc1)C(C(=O)OC)=C(C)N2 (configuration not stated)	-9	-6	3	2	-0.8	0	1	1	-9
CCCCC(=O)Nc1ccc(NC(=O)CCCC)nc1	3	3	-1	-1	0.8	-7	-5	12	9
CCOC(=O)C1CCN(S(=O)(=O)c2ccc(OC)c(OC)c2)CC1	4	-1	0	-1	1.2	19	3	5	-24
CCOC(=O)C1CCN(C(=O)c2cc3cc4cc(OC)ccc4nc3o2)CC1	-1	2	1	-2	1.0	-7	-29	6	-10
Cc1nc(C)c(C(=O)C2=C(O)C(=O)N(CCN(C)C)C2c2ccco2)s1 (configuration not stated)	2	0	.	-1	-1.1	7	18	-7	5
Cc1nc2ncnn2c(C)c1Cc1ccc(Cl)cc1F	1	4	0	2	2.0	-1	-11	9	-8
O=S(=O)(NCCn1cccc1)c1ccc2ccccc2c1	-5	-3	3	2	1.7	-8	-13	2	-16
c1ccc(-c2noc(CN3CCCC(OCc4ccccn4)C3)n2)cc1 (configuration not stated)	9	-2	8	1	0.6	2	5	4	-18
O=C(N/N=C/c1ccc(N2CCOCC2)c([N+](=O)[O-])c1)c1ccc(F)cc1	2	3	0	0	-2.1	-2	2	2	3
CC(NC(=O)C(C)N1C(=O)C2C3CC(C(Br)C3Br)C2C1=O)c1ccccc1 (configuration not stated)	0	0	3	-2	-0.1	6	1	8	-8
CC(=O)N(C)c1nnc(-c2ccccn2)s1	2	0	0	-1	1.8	11	-3	5	-4
COc1ccc(CCNC(=O)COc2ccc(S(=O)(=O)N3CCOCC3)cc2)cc1	-1	0	-4	2	0.1	-12	-2	3	-21
CNc1ccccc1C(=O)OCC(=O)c1ccccc1	-5	-3	7	0	1.5	4	-14	5	-3
COc1cc(CNc2ccc(CNc3ncn[nH]3)cc2)ccc1OCc1ccccc1	-5	5	3	2	-0.7	5	5	7	-6
O=C(CN1CCN(Cc2ccccc2)CC1)N/N=C/c1ccco1	-3	4	.	1	0.5	-2	4	2	2
Cc1ccc(N2CCN(CCCN3C(=O)C4CCCN4C3=O)CC2)cc1 (configuration not stated)	-7	-1	0	-2	2.0	2	9	2	-7
CC(C)C(=O)Nc1ccc(NC(=S)NC(=O)c2ccc([N+](=O)[O-])cc2)cc1	-2	3	-8	-1	-0.1	1	-13	9	-12
O=C(NCCCCc1ccccc1)c1ccccc1	-7	-1	2	-1	1.8	9	9	2	-21
CN(C)/C=C/c1[nH]c(=O)[nH]c(=O)c1[N+](=O)[O-]	-7	-3	.	0	-0.3	-2	23	-4	-1
COc1cc2c(C(=O)N3CCN(C)CC3)c(CSc3ccccc3)n(C)c2cc1Br	-5	2	23*	-2	0.8	-12	-45	7	7
C/C(=N\Nc1ncc(Cl)cc1Cl)c1ccccn1	-9	4	-1	0	-0.8	-7	-13	7	-12
COc1ccc(C(=O)N2CCC(C(=O)Nc3cccc(C)c3)CC2)cc1OC	0	5	8	-2	1.8	5	0	4	-14
CC(C1CC1)N(C(=O)c1ccccc1O)c1ccccc1 (configuration not stated)	-6	0	-2	3	-0.9	19	16	4	3
CSC1=N/C(=C/c2cccnc2)C(=O)N1Cc1ccccc1	-5	-4	.	2	-1.0	29	36	2	-10

In a second layout: results already given
C/C(=N\Nc1ncc(Cl)cc1Cl)c1ccccn1
  RBBP9 inhibitor: -9	Ba/F3 V617F tox: 4	NPY Y1 blocker: -1	Runt-CBFb FRET: 0	S1P4 agonist: -0.8	NPY2 pot ag: -7	NPY1 pot ag: -13	BaF3 parental: 7	S1P4 antag: -12

COc1ccc(C(=O)N2CCC(C(=O)Nc3cccc(C)c3)CC2)cc1OC
  RBBP9 inhibitor: 0	Ba/F3 V617F tox: 5	NPY Y1 blocker: 8	Runt-CBFb FRET: -2	S1P4 agonist: 1.8	NPY2 pot ag: 5	NPY1 pot ag: 0	BaF3 parental: 4	S1P4 antag: -14

CC(C1CC1)N(C(=O)c1ccccc1O)c1ccccc1 (configuration not stated)
  RBBP9 inhibitor: -6	Ba/F3 V617F tox: 0	NPY Y1 blocker: -2	Runt-CBFb FRET: 3	S1P4 agonist: -0.9	NPY2 pot ag: 19	NPY1 pot ag: 16	BaF3 parental: 4	S1P4 antag: 3

CSC1=N/C(=C/c2cccnc2)C(=O)N1Cc1ccccc1
  RBBP9 inhibitor: -5	Ba/F3 V617F tox: -4	NPY Y1 blocker: .	Runt-CBFb FRET: 2	S1P4 agonist: -1.0	NPY2 pot ag: 29	NPY1 pot ag: 36	BaF3 parental: 2	S1P4 antag: -10

This is a random part of the collection (roughly 3.6% active in at least one column).
